Nrf2 block – Nrf2 qHTS screen for inhibitors; A549 ARE-Fluc reporter, luciferase luminescence, 18-24 h; Potency, µM (highest dose often 46 µM), for inactives: at the highest dose activity change, negative = inhibition, hits mostly inhibitors; 2.1% of 360,000 active; also: potency is read from the fitted curve at half-maximal effect; % is scaled to controls: 0 for no effect and ±100 for the full control effect; nearly all actives have a fitted effect of over 60% in size
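Cells were seeded and rested 2 h, then exposed to compounds for 18-24 h. CellTiter-Fluor was read first as a viability measure. BugLite was added 15 min before the final luminescent read of ARE-luciferase activity in A549 cells.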
TGFb SMAD3 inh – qHTS for Inhibitors of TGF-b. 1.2% of 410,000 active. Potency, µM (highest dose often 46.1 µM), for the others: at the highest dose activity, negative = inhibition, usual class: inhibitors. HepG2 CAGA-GFP TGF-b/SMAD3 reporter, GFP fluorescence, 18 h; TGF-beta stimulated, 500 pg/mL final; also: potency is read from the fitted curve at half-maximal effect; % is scaled to controls: 0 for no effect and ±100 for the full control effect; nearly all actives have a fitted effect of over 65% in size
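HEPG2 CAGA-GFP cells (1000/well, DMEM with 1% FBS) were pre-incubated 2 h at 37 degrees C, given compound by pin tool, then stimulated with TGF-beta at 500 pg/mL final for 18 h before per-cell GFP fluorescence imaging.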
HepG2 tox – qHTS for Inhibitors of TGF-b: Cytotox Counterscreen | 0.76% of 410,000 active | Potency, µM (highest dose often 46.1 µM), inactives show at the highest dose activity change, negative = cytotoxicity, most hits filed as cytotoxic | HepG2 CAGA-GFP viability, ATP luminescence, 18 h; also: potency is read from the fitted curve at half-maximal effect; some results filed as inactive show a strong effect at the top dose
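CellTiter-Glo luminescence gave cytotoxicity after 18 hours at 37 degrees C. The cells were HepG2 CAGA-GFP in 1% FBS DMEM, stimulated with 500 pg/mL TGF-beta after compound addition. %Activity was normalised to no-cell wells (complete cell-killing) and DMSO (no toxicity), and curves were fitted and classified.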
MCF10A rerep – A quantitative high throughput screen for small molecules that induce DNA re-replication in MCF 10a normal breast cells; Potency, µM (series often up to 46.1 µM), without a hit: at the highest dose activity, positive = re-replication, usual class: activators; MCF 10A DNA re-replication, Hoechst nuclear intensity, 48 h; 2.9% of 350,000 active; also: potency is read from the fitted curve at half-maximal effect; % of control where 0% means no effect; nearly all actives have a fitted effect of over 50% in size
A549 viability – Nrf2 qHTS screen for inhibitors: counterscreen for cytotoxicity; Potency, µM (highest dose often 46 µM), for the others: at the highest dose activity change, negative = cytotoxicity, most hits filed as inhibitors; 0.16% of 390,000 active; A549 ARE-Fluc cells, CellTiter-Fluor viability, 18-24 h; AID 504648, 2011; also: potency is read from the fitted curve at half-maximal effect; % is scaled to controls: 0 for no effect and ±100 for the full control effect
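A549 ARE_Fluc cells in 5% FBS OPTI-MEM were exposed to compounds in concentration-response for 18-24 h at 37 deg C. Viability was read by CellTiter-Fluor fluorescence (Ex 405/Em 525) after 30 min, before the luciferase read.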
ATXN viability – Viability Counterscreen for Primary qHTS for Inhibitors of ATXN expression; AID 651635, 2014; Potency, µM (highest dose often 56.7 µM), hits mostly cytotoxic; 0.49% of 400,000 active; S2 cells (HEK-293 line with an ATXN2-luciferase reporter) viability, CellTiter-Fluor protease fluorescence, 24 h; also: potency is read from the fitted curve at half-maximal effect; nearly all actives have a fitted effect of over 40% in size
Nrf2 activator – qHTS of Nrf2 Activators; AREc32 ARE-luciferase reporter (MCF7-derived line), luminescence, 24 h; Potency, µM (titrated, usually from 46.1 µM), without a hit: top-dose activation, most hits filed as activators; 0.31% of 410,000 active; also: potency is read from the fitted curve at half-maximal effect; % of control where 0% means no effect; nearly all actives have a fitted effect of over 65% in size
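ARE-driven firefly luciferase activity in AREc32 cells measured after a 24 hr compound exposure at 37 deg C, using Steady-Glo reagent and a 30 min room-temperature hold.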
IL-1B inflam inh – qHTS for Inhibitors of Inflammasome Signaling: IL-1-beta AlphaLISA Primary Screen; THP-1 LPS/ATP IL-1B secretion, AlphaLISA, 16 h; active compounds read low; 4.7% of 360,000 active; activity change, % at 57.5 µM; in the data active = activity change below about -50%; inconclusive = mostly about -30% to -49%; also: % is scaled to controls: 0 for no effect and ±100 for the full control effect
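THP-1 cells pretreated 1 hr with compounds (up to 57.5 uM final), then stimulated with LPS (250 ng/mL final) plus ATP (1.25 mM final); secreted IL-1B measured by AlphaLISA after 16 hr, decreased signal indicating inhibition.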
ATXN2 expr inh – Primary qHTS for Inhibitors of ATXN expression; AID 1745845, 2022; 0.72% of 360,000 active; Potency, µM (highest dose often 57 µM), for the others: at the top dose activity change, negative = inhibition, most hits filed as inhibitors; HEK-293 ATXN2-luciferase reporter, luminescence, 24 h; also: potency is read from the fitted curve at half-maximal effect; % is scaled to controls: 0 for no effect and ±100 for the full control effect; nearly all actives have a fitted effect of over 55% in size
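qHTS (up to 57 uM final) was run with 24 h compound exposure of reporter cells at 37 °C. Each well was multiplexed: SteadyGlo luminescence measured ATXN2-luciferase expression after a fluorogenic Gly-Phe-AFC viability readout (25 uM final).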
* = called active by the depositor; i = inactive; ? = inconclusive; . = no result given; & = joins results of further samples; [ ] = dose if it differs, or a comment. Unless noted, calls follow the shape of the dose curve; as a rule, active = well fitted curve in the direction sought with a large enough effect; inconclusive = small, poorly fitted or top-dose-only effect, or another doubt; inactive = no such curve, though single readings can be large; an effect the other way counts as inactive or inconclusive.

mol,Nrf2 block,TGFb SMAD3 inh,HepG2 tox,MCF10A rerep,A549 viability,ATXN viability,Nrf2 activator,IL-1B inflam inh,ATXN2 expr inh
CCOC(=O)c1c(Nc2ccc(F)cc2)nnc(-c2ccccc2)c1-c1ccccc1,?,?,-18%,.,-2%,i,0.1%,.,?
CCN(Cc1nc(-c2ccc(OC)c(OC)c2)no1)S(=O)(=O)c1ccc(OC)cc1,1%,-2%,-32%,.,-11%,i,6.6%,.,7%
CCOC(=O)c1ccccc1NC(=O)C1CCCO1 (stereo unspecified),?,-4%,-33%,-6%,-3%,i,0.2%,-8,-6%
CCN1CCN(CCC(=O)Nc2ccccc2)CC1,7%,-7%,-6%,-2%,4%,i,-0.3%,16,1%
CCn1c(=O)cc(OCC(=O)N2CCN(c3ccc(C(C)=O)cc3)CC2)c2ccccc21,?,-8%,-23%,.,12%,i,-1.2%,.,5%
O=C(Nc1cccc(C(F)(F)F)c1)c1cc2ccc3cccnc3c2[nH]1,5%,-28%,-52%,.,5%,.,0.0%,.,.
CC(C)(C)NC(=O)CCSc1nc(-c2ccc3c(c2)OCO3)cc(C(F)(F)F)n1,?,1%,-2%,.,-7%,?,-0.2%,.,-33%
CN(C(=O)c1ccc(NC(=O)Cc2cccc(NC(=O)C3CCCN(C(=O)C4CC4)C3)c2)cc1)C1CCCC1 (stereo unspecified),-11%,?,4%,4%,-5%,i,0.7%,16,5%
CCCCOCCCNCC(=O)Nc1ccc(S(N)(=O)=O)cc1,6%,-10%,5%,1%,-4%,i,2.0%,22,-2%
Cc1ccc(C)c(C(=O)OCC(=O)N(C)c2ccccc2)c1,-1%,-11%,-11%,-5%,1%,i,0.4%,7,-4%
COC(=O)c1ccccc1COc1cccn2c(N(C)Cc3cccs3)c(C)nc12,.,?,-41%,.,.,i,0.3%,-78*,18µM*
O=C(C1CCN(Cc2cc(Cl)ccc2O)CC1)N1CCN(Cc2ccccc2)CC1,2%,-19%,-44%,13%,5%,i,0.4%,-6,-15%
CCCCc1nc2cc(C(=O)N3CCC(OC)CC3)ccc2o1,16%,8%,10%,1%,9%,i,-0.5%,-6,11%
CNc1c(NS(=O)(=O)c2ccc3c(c2)CCCC3)c(=O)oc2ccccc12,-2%,1%,12%,9%,1%,i,-0.6%,1,11%
O=C1COc2ccc(C(=O)COC(=O)Cc3ccccc3F)cc2N1,5%,0%,-15%,-3%,2%,i,2.6%,13,-3%
Cc1ccc2oc(=O)cc(CN3CCC(C)CC3)c2c1,11%,-7%,0%,14%,-11%,i,-0.1%,18,34%
C[N+]1(C2CCC3CCC2C3O)CCCC1 (stereo unspecified),2%,0%,-22%,-6%,2%,i,1.9%,3,-10%
O=C(CSc1nc2ccccc2n1CCc1ccccc1)N1CCOCC1,-15%,?,8%,5%,-4%,i,0.2%,-10,-6%
Cn1nc(-c2ccccc2)c(C(=O)NC(C(=O)O)c2ccccc2)c1Cl (stereo unspecified),14%,1%,-7%,0%,1%,i,-0.5%,5,22%
Cc1ccc(NC(=S)NCCN2CCOCC2)cc1,7%,4%,14%,-6%,-7%,i,-0.4%,17,7%
Cc1ccc(NC(=O)CCc2c(C)nc3ncnn3c2C)cc1,1%,-28%,-3%,-1%,-8%,.,0.2%,5,.
CCc1cc2c(=O)[nH]cnc2s1,7%,-1%,22%,-7%,-1%,i,-0.1%,-7,0%
CCCn1c(=NC(=O)c2ccco2)c(C(=O)OCC)cc2c(=O)n3ccccc3nc21,13%,-24%,-3%,-14%,-1%,i,0.6%,?,-3%
Nc1nc2n(n1)C(=O)CC(c1ccccc1[N+](=O)[O-])N2 (stereo unspecified),0%,17%,8%,-5%,0%,?,-0.4%,-9,.
C=CCNC(=O)C12CCC(C)(C(=O)C1Br)C2(C)C (stereo unspecified),-15%,6%,10%,-4%,-2%,i,-0.6%,20,8%
Cc1cc(C)n(CC(=O)N/N=C/c2ccco2)n1,2%,-7%,-2%,7%,-4%,i,-0.1%,1,-18%
COCCCn1c(SCC(=O)Nc2ccc(F)cc2)nc2c(sc3ccccc32)c1=O,.,9%,-19%,.,2%,i,0.1%,.,4%
O=C(C1=C(O)C(=O)N(Cc2cccnc2)C1c1ccccn1)c1cccs1 (stereo unspecified),12%,-3%,-5%,-15%,0%,i,-0.6%[9.22 µM],8,6%
O=S(=O)(Cc1cc(Oc2ccccc2)nc(-c2ccccc2)n1)c1ccccc1,.,10%,-3%,7%,-2%,i,-0.1%,-2,-1%
O=C(Nc1ccc2oc(-c3ccncc3)nc2c1)c1ccccc1,-15%,11%,-1%,-1%,7%,i,0.0%,37,-3%
CCCCNC(=O)C1C2C=CC3(CN(Cc4ccccc4Cl)C(=O)C13)O2 (stereo unspecified),2%,?,3%,-2%,2%,i,0.1%,-10,5%
Oc1c(C(c2ccccc2F)N2CCN(c3ccccc3F)CC2)sc2nc(-c3ccco3)nn12 (stereo unspecified),.,?,-21%,.,10%,i,1.0%,.,16%
O=C(N/N=C/c1cc([N+](=O)[O-])ccc1O)c1cccc(N2CCCC2=O)c1,?,4%,-16%,22%,-1%,?,-0.5%,162,18µM*
COc1ccc(C)cc1S(=O)(=O)N1CCN(C(=O)c2ncoc2-c2cccc(F)c2)CC1,3%,-8%,-12%,2%,7%,i,2.3%,0,-12%
CC(C)CCNC(=O)c1ccc(Cn2c(=S)[nH]c3ccccc3c2=O)cc1,-16%,11%,-5%,?,0%,i,-1.0%,48,-3%
Cc1cccc(CNC(=O)c2cnc3sc(N4CCCCCC4)nn3c2=O)c1,27%,0%,-22%,.,9%,.,-0.1%,.,.
O=c1cc(-c2ccccc2Cl)c2c([nH]1)CCC2,?,-15%,-7%,10%,-3%,i,-0.8%,-7,0%
CC1(C)S[C@@H]2[C@H](NC(=O)Cc3ccccc3)C(=O)N2[C@H]1C(=O)O,2%&7%,5%&8%,-14%&7%,9%&-10%&-9%,6%&0%,i,-0.1%&-0.1%,5&0,1%&10%
CCOC(=O)c1c(/N=C/N(C)C)sc(/C=N/Nc2ccccc2)c1-c1ccccc1,-4%,-8%,-17%,21µM*,1%,i,3.2%,-4,-17%
O=C(CCS(=O)(=O)c1ccc(Br)cc1)NCCc1ccccc1,-9%,-28%,-55%,-1%,4%,i,-0.2%,7,2%
Oc1ccc(Nc2nc(-c3cccnc3)cs2)cc1,21%,-14%,-13%,?,2%,i,?,?,-16%
COc1cccc(-c2csc(NC(=O)C3CC3)n2)c1,?,5%,-4%,15%,4%,i,4.7%,10,61%[activator]
CNC(=O)N(O)C1N(c2ccccc2)C(=S)SC1(C)C (stereo unspecified),-11%,15%,-23%,-1%,1%,i,-0.1%,18,-3%
COc1ccc(OC)c(CC(NC(C)=O)C(=O)NC2CCN(c3c(Cc4ccccc4)c(C)nc4ncnn34)CC2)c1 (stereo unspecified),-26%,6%,13%,7%,6%,i,-0.3%,?,-9%
COc1ccccc1NC(=O)c1ccc(NC(=O)CSc2nncn2C)cc1,11%,0%,-2%,3%,1%,i,-0.1%,0,-13%
Cc1c(N=Cc2nc3ccccc3n2C)c(=O)n(-c2ccccc2)n1C,12%,8%,-26%,4%,12%,i,2.2%,0,37%
CN(C)c1ccc(/C=C2\CCCCC2=O)cc1,16%,-5%&-10%,-26%&-5%,2%,-6%,i,19%,-20,21%
CCN(CC)c1ccc(/C=N/Nc2nc(C)cc(C)n2)c(O)c1,?,0%,-43%,18µM*,?,?,0.0%,56,?
CC[C@H](C)[C@H](NC(=O)OCc1ccccc1)C(=O)OCC(=O)N1CCN(c2ccc(F)cc2)CC1,-15%,?,-22%,10%,-4%,?,2.6%,-7,.
COc1ccccc1C(=O)NCC(=O)N1CCN(S(=O)(=O)c2ccc3c(c2)OCCO3)CC1,-23%,-1%,0%,26%,-5%,i,0.3%,-8,0%
O=C(N/N=C/c1ccc[nH]1)c1ccc2c(c1)OCO2,3%,2%,-24%,-3%,-13%,i,0.1%,-18,24%
COc1ccc(CNC(=O)C2C3C=CC4(CN(Cc5cccnc5)C(=O)C24)O3)cc1 (stereo unspecified),1%,-12%,-2%,0%,5%,i,-0.4%,-10,-1%
CP(=O)(Nc1cc(Cl)ccc1Cl)c1nc2c(s1)CCCC2 (stereo unspecified),?,8%,0%,0%,-13%,i,0.2%,-15,1%
CC(C)N(C(=O)[C@H]1C[C@H](CC(=O)NCCN2CCOCC2)C(=O)N2CCc3c([nH]c4ccc(Cl)cc34)[C@]12C)C(C)C,15%,?,-16%,?,-7%,i,11%,?,5%
COc1ccc([C@@H]2CC(=O)c3c(O)cc(O)cc3O2)cc1O,20%,1%,18%,-15%,-7%,i,4.1%,15,61%[activator]
CCOC(=O)CN1C(=O)C(=O)c2cccc(C)c21,11%,-30%,-21%,21%,13%,i,5.1%,-3,-6%
CC(C)CCNC(=O)Cn1nc(N2CCN(c3ccccc3)CC2)ccc1=O,-25%,7%,1%,.,2%,i,0.7%,.,-7%

The order is random; about 8.8% have a hit in one of these screens.
